AmpC inh no detg: blocks E. coli AmpC beta-lactamase in detergent-free assay; P00811; 0.52% of 330,000 active; AmpC nitrocefin hydrolysis, absorbance 480 nm, 0.0001% Triton; Potency, µM (series often up to 57.1 µM), for the others: at the highest dose activity change, negative = inhibition, actives largely listed as inhibitors;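 also: potency is read from the fitted curve at half-maximal effect; plate controls were no compound for no effect and no enzyme for full effect; nearly all actives have a fitted effect of over 20% in size; some results filed as inactive show a strong effect at the top dose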
Target sequence (P00811 whole entry, looked up): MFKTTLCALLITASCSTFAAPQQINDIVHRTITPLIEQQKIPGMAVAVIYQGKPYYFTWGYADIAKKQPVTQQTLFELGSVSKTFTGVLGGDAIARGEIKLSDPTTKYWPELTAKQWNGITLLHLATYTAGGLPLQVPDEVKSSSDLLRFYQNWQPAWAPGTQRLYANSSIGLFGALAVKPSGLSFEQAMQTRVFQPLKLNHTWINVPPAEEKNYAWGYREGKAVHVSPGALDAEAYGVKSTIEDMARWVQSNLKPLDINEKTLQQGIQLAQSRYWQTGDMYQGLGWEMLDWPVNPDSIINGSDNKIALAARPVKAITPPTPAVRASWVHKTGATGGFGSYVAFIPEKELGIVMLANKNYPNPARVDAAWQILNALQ
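AmpC (5.3 nM in the dispensed reagent) in 20 mM phosphate pH 7.0 with 0.01% (detergent screen) or 0.0001% Triton X-100 was preincubated with compounds for 15 min at room temperature. Nitrocefin was then added from an 800 uM solution, and hydrolysis was followed at 480 nm.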
FBPA Giardia inh: inhibitors of Giardia lamblia fructose-1,6-bisphosphate aldolase. Potency, µM (top dose mostly 59.6 µM), inactives show at the highest dose activity, negative = inhibition, hits mostly inhibitors. AID 2451. 0.71% of 290,000 active. purified Giardia FBPA; also: potency is read from the fitted curve at half-maximal effect; nearly all actives have a fitted effect of over 55% in size
Target sequence (A8B2U2 whole entry, looked up): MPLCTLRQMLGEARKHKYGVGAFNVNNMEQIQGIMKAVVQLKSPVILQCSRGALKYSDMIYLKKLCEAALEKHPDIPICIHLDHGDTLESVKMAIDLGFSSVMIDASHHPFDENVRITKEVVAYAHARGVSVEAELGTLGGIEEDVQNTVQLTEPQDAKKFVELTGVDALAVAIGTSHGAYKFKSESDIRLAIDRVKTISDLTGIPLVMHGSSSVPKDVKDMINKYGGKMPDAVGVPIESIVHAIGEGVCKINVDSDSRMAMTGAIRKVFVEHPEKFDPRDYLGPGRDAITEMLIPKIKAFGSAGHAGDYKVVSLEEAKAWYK
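Giardia FBPA (40 nM reagent) was preincubated 10 min at RT with compound (up to 57.5 uM final), then substrate plus GAPDH/TPI/NAD/arsenate coupling system with diaphorase/resazurin was added; resorufin fluorescence (525/598 nm) was read after 20 min.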
Sm TGR block: inhibitors of Schistosoma mansoni thioredoxin glutathione reductase. Q962Y6. purified TGR, DTNB reduction, TNB absorbance 405 nm. Potency, µM (series often up to 114 µM), for inactives: top-dose activity change, negative = inhibition, actives largely listed as inhibitors. 3% of 360,000 active; also: potency is read from the fitted curve at half-maximal effect; nearly all actives have a fitted effect of over 60% in size
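TGR 20 nM + NADPH 100 uM (dispensed conc.), cpd preinc 15 min RT; start with NADPH (500 uM addition) then DTNB (15 mM addition). Kinetic TNB absorbance, 405 nm filter. Four-parameter Hill fit across titration.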
AmpC inh detg: inhibitors of E. coli AmpC beta-lactamase with detergent; AID 485294; Potency, µM (titrated, usually from 114 µM), inactives show at the highest dose activity change, negative = inhibition, usual class: inhibitors; 0.041% of 370,000 active; AmpC hydrolysis of nitrocefin, absorbance 480 nm, 0.01% Triton; P00811;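 also: potency is read from the fitted curve at half-maximal effect; 0% = no-compound wells and -100% = no-enzyme wells; nearly all actives have a fitted effect of over 25% in size; some results filed as inactive show a strong effect at the top dose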
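20 mM phosphate pH 7.0 + 0.01% (detergent screen) or 0.0001% Triton X-100; 5.3 nM AmpC reagent; cpd preinc 15 min RT; nitrocefin (800 uM stock) to start; A480 q20 s × 4 min; Activity was normalised to no-enzyme and no-compound control wells.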
HCMV inh: inhibitors of human cytomegalovirus. HFF cells, HCMV-luciferase reporter, 72 h; stronger effect = lower value. activity change, negative = inhibition, % at 57.5 µM. 4.5% of 410,000 active; in the data active = activity change below about -60%; inconclusive = no clear call, values can overlap the other calls; inactive = above about -39%
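Two compound doses tested in HFFs infected with HCMV-luciferase, MOI 1 PFU/cell, 72 h at 37C. Lysate luminescence read with OneGlo; data normalized against buffer-only and 10uM Salinomycin inhibitor controls.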
HCV inh: blocks hepatitis C virus | Huh7.5.1 HCVcc-Cre infection, luciferase reporter, 44 h | Potency, µM (top dose mostly 41.8 µM), for inactives: at the top dose activity change, negative = inhibition, hits mostly inhibitors | 3.4% of 340,000 active | AID 651820; also: potency is read from the fitted curve at half-maximal effect
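After 44 h co-culture of compound, cells and HCVcc-Cre (~0.5 moi), substrate is added for 15 min at room temperature and luciferase measured over 15 sec. Cells were seeded at 1,000/well and pre-cultured 4 h.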
Numbers without * were called inactive; & = joins results of further samples; [ ] = another dose, or the depositor's remark. Unless noted, calls follow the shape of the dose curve; as a rule, active = well fitted curve in the direction sought with a large enough effect; inconclusive = small, poorly fitted or top-dose-only effect, or another doubt; inactive = no such curve, though single readings can be large; an effect the other way counts as inactive or inconclusive. Unless noted, % is scaled to controls: 0 for no effect and ±100 for the full control effect.

The first 2 compounds as a preview:
Results for O=C(CSc1nc2ccsc2c(=O)n1-c1ccc(Cl)cc1)NCc1ccc(Cl)cc1 ?
Sm TGR block: -2%; AmpC inh detg: -2%; HCMV inh: 2

How did Cc1ccc2nc(SCC(=O)Nc3ccc(C)c([N+](=O)[O-])c3)[nH]c2c1 do in these assays?
AmpC inh no detg: -29%; FBPA Giardia inh: -12%; Sm TGR block: 9%; AmpC inh detg: 6%; HCMV inh: 8; HCV inh: 6%

Main list, repeating the preview:
Results for O=C(CSc1nc2ccsc2c(=O)n1-c1ccc(Cl)cc1)NCc1ccc(Cl)cc1 ?
Sm TGR block: -2%; AmpC inh detg: -2%; HCMV inh: 2

How did Cc1ccc2nc(SCC(=O)Nc3ccc(C)c([N+](=O)[O-])c3)[nH]c2c1 do in these assays?
AmpC inh no detg: -29%; FBPA Giardia inh: -12%; Sm TGR block: 9%; AmpC inh detg: 6%; HCMV inh: 8; HCV inh: 6%

How did O=C(c1ccc(NS(=O)(=O)c2ccc3c(c2)OCCO3)cc1)N1CCCCC1 do in these assays?
AmpC inh no detg: -7%; FBPA Giardia inh: 7%; Sm TGR block: 3%; AmpC inh detg: 4%; HCMV inh: inconclusive; HCV inh: -25%

What do the screens show for `CCOC(=O)c1scc(-c2ccc(C)cc2)c1S(=O)(=O)Nc1ccc(F)c(F)c1`?
Sm TGR block: 3%; AmpC inh detg: 23%; HCMV inh: 4

Results for Cc1nnc(SCC(=O)NCc2ccccc2Cl)c2nn(-c3ccccc3)c(C)c12 ?
Sm TGR block: -12%; AmpC inh detg: 3%; HCMV inh: -13

What do the screens show for `COc1ccc(CCNC(=O)CSc2ccsc2[N+](=O)[O-])cc1OC`?
AmpC inh no detg: -28%; FBPA Giardia inh: -4%; Sm TGR block: -26%; AmpC inh detg: 6%; HCMV inh: 0; HCV inh: -16%

Results for Cc1ccc(C(OC(=O)c2ccco2)C(=O)NCc2cccs2)cc1 (configuration not stated) ?
AmpC inh no detg: -20%; FBPA Giardia inh: 0%; Sm TGR block: 0%; AmpC inh detg: inconclusive; HCMV inh: -27; HCV inh: -1%

What do the screens show for `CCc1ccc(-n2nnnc2SCC(=O)Nc2ccc(NC(C)=O)cc2)cc1`?
AmpC inh no detg: -9%; FBPA Giardia inh: 23%; Sm TGR block: 9%; AmpC inh detg: inconclusive; HCMV inh: -18; HCV inh: inconclusive

Results for CCN(CCNC(=O)c1ccc(C#N)cc1)c1cccc(C)c1 ?
AmpC inh no detg: -18%; FBPA Giardia inh: 15%; Sm TGR block: -4%; AmpC inh detg: -4%; HCV inh: inconclusive

Results for Cc1cc(C)cc(NS(=O)(=O)c2ccc(-c3cc(C)no3)s2)c1 ?
Sm TGR block: -2%; AmpC inh detg: 0%; HCMV inh: 0

Results for CCOC(=O)c1c(NC(=O)C2CCCO2)sc(C)c1C (configuration not stated) ?
AmpC inh no detg: 54%; FBPA Giardia inh: 0%; Sm TGR block: 7%; AmpC inh detg: 3%; HCMV inh: -33; HCV inh: inconclusive

How did Cc1ccc(C(=O)CSc2nccn2-c2ccccc2)cc1 do in these assays?
AmpC inh no detg: -4%; FBPA Giardia inh: -3%; Sm TGR block: 5%; AmpC inh detg: -3%; HCMV inh: 11; HCV inh: 0%

What do the screens show for `COc1cc2nc(CN3C(=O)c4ccccc4C3=O)oc(=O)c2cc1OC`?
AmpC inh no detg: -2%; FBPA Giardia inh: -1%; Sm TGR block: 3%; AmpC inh detg: inconclusive; HCMV inh: -20; HCV inh: 6%

How did Cc1ccc(S(=O)(=O)/N=C(\CN2CCCCC2)N2CCOCC2)cc1 do in these assays?
AmpC inh no detg: 27%; FBPA Giardia inh: 0%; Sm TGR block: 0%; AmpC inh detg: inconclusive; HCMV inh: 16; HCV inh: 25%

What do the screens show for `CP(C)(=O)CCP(=O)(c1ccccc1)c1ccccc1`?
AmpC inh no detg: -5%; FBPA Giardia inh: 7%; Sm TGR block: 5%; AmpC inh detg: -3%; HCMV inh: -2; HCV inh: 2%

Results for CCOC(=O)N1CCN(C(=O)CCn2nc(-c3ccccc3)ccc2=O)CC1 ?
AmpC inh no detg: 15%; FBPA Giardia inh: 3%; Sm TGR block: 1%; AmpC inh detg: -10%; HCMV inh: 58; HCV inh: 5%

Results for N#CCCN(C(=O)CSc1nnc(-c2ccncc2)n1C1CC1)c1ccccc1 ?
AmpC inh no detg: -12%; Sm TGR block: 1%; AmpC inh detg: 5%; HCMV inh: -20; HCV inh: 29%

How did O=C(CSc1ncccn1)Nc1ccc2c(c1)OCO2 do in these assays?
AmpC inh no detg: -21%; HCMV inh: 17; HCV inh: 9%

Results for S=c1[nH]nc(-c2cccnc2)n1-c1ccc2c(c1)OCCO2 ?
AmpC inh no detg: -7%; FBPA Giardia inh: -28%; Sm TGR block: 19%; AmpC inh detg: 3%; HCMV inh: 16; HCV inh: 10%

Results for CCCn1c2ccccc2c2cnn(CC(=O)NCC3CCN(Cc4ccc(C)cc4)CC3)c(=O)c21 ?
Sm TGR block: -2%; AmpC inh detg: 0%; HCMV inh: inconclusive

What do the screens show for `O=C(CC1CCCCC1)N1CCCC(c2nc(-c3ccc(S(=O)(=O)N4CCCC4)cc3)no2)C1` (configuration not stated)?
AmpC inh no detg: 0%; FBPA Giardia inh: 3%; Sm TGR block: 2%; AmpC inh detg: 3%; HCMV inh: -71*; HCV inh: inconclusive

Results for O=C(NCCc1ccccc1)c1ccc(CSc2nc3ccncc3n2Cc2cccc(F)c2)cc1 ?
Sm TGR block: 0%; AmpC inh detg: -2%; HCMV inh: -23

Results for CCOC(=O)N1CCN(C(=O)c2cccc(OC)c2OC)CC1 ?
AmpC inh no detg: -13%; FBPA Giardia inh: 0%; Sm TGR block: -2%; AmpC inh detg: 1%; HCMV inh: 8; HCV inh: -5%

Results for Cc1ccc(-n2c(SCC(=O)O)nc3sc4c(c3c2=O)CCCC4)cc1 ?
AmpC inh no detg: -35%; FBPA Giardia inh: 13%; Sm TGR block: -3%[57.1 µM]; AmpC inh detg: -1%&13%; HCMV inh: 42&23; HCV inh: -6%

How did CCC(C)(C)n1nnnc1C(c1ccccn1)N1CCCCC1 (configuration not stated) do in these assays?
AmpC inh no detg: -9%; FBPA Giardia inh: 4%; Sm TGR block: 0%; AmpC inh detg: inconclusive; HCMV inh: -34; HCV inh: 3%

Results for CCCNC(=O)c1ccc(N2CCC3(CC2)CC(c2cccc(Br)c2)=NO3)c(NC(=O)c2ccco2)c1 ?
AmpC inh no detg: 1%; Sm TGR block: -7%; AmpC inh detg: -1%; HCMV inh: -2; HCV inh: inconclusive

How did Cc1onc(-c2ccccc2)c1C(=O)Nc1ccc(Cl)cn1 do in these assays?
AmpC inh no detg: -26%; FBPA Giardia inh: 5%; Sm TGR block: 15%; AmpC inh detg: 6%; HCMV inh: -37; HCV inh: -12%

How did CCOC(=O)CC1C(=O)NCCN1S(=O)(=O)c1ccc(Cl)c(Cl)c1 (configuration not stated) do in these assays?
AmpC inh no detg: 0%; FBPA Giardia inh: 1%; Sm TGR block: 0%; AmpC inh detg: -10%; HCMV inh: -4; HCV inh: 9%

What do the screens show for `CCc1noc(C)c1C(=O)NNC(=O)COc1cc(C)ccc1C`?
AmpC inh no detg: -6%; Sm TGR block: 16%; AmpC inh detg: 8%; HCMV inh: 0; HCV inh: 1%

How did O=C(OCC(=O)N1CCOCC1)c1ccc(O)cc1 do in these assays?
AmpC inh no detg: -6%; Sm TGR block: 1%; AmpC inh detg: 4%; HCMV inh: -33; HCV inh: 8%

What do the screens show for `CSc1nc(C)cc(SCCO)n1`?
AmpC inh no detg: -21%; FBPA Giardia inh: 7%; Sm TGR block: 4%; AmpC inh detg: -17%; HCMV inh: -22; HCV inh: 17%

Results for CCc1cccc(NS(=O)(=O)c2ccc3c(c2)oc(=O)n3C)c1 ?
AmpC inh no detg: -30%; FBPA Giardia inh: 0%; Sm TGR block: -12%; AmpC inh detg: -7%; HCMV inh: inconclusive; HCV inh: -25%

How did N#C/C(=C\c1cn[nH]c1-c1ccccc1Br)C(=O)O do in these assays?
AmpC inh no detg: -24%; FBPA Giardia inh: 1%; Sm TGR block: -10%; AmpC inh detg: -3%; HCMV inh: 34; HCV inh: 20%

Results for CCCC1CCC(=NNC(=S)NCCc2ccccc2)CC1 (configuration not stated) ?
AmpC inh no detg: -41%; FBPA Giardia inh: inconclusive; Sm TGR block: -2%; AmpC inh detg: -5%; HCMV inh: -21; HCV inh: 7%

How did CCOC(=O)c1c(S(=O)(=O)NCC(=O)Nc2ccc(F)cc2F)c(C)n(C)c1C do in these assays?
AmpC inh no detg: 0%; FBPA Giardia inh: 1%; Sm TGR block: 1%; AmpC inh detg: -8%; HCMV inh: 0; HCV inh: 20%

Results for CC(C)OC(=O)c1ccc(NC(=O)CSc2nc(-c3cccs3)cc(C(F)(F)F)n2)cc1 ?
Sm TGR block: -2%; AmpC inh detg: 26%; HCMV inh: -5

3 records picked at random from the list so far, as already listed:
How did O=C(OCC(=O)N1CCOCC1)c1ccc(O)cc1 do in these assays?
AmpC inh no detg: -6%; Sm TGR block: 1%; AmpC inh detg: 4%; HCMV inh: -33; HCV inh: 8%

How did N#C/C(=C\c1cn[nH]c1-c1ccccc1Br)C(=O)O do in these assays?
AmpC inh no detg: -24%; FBPA Giardia inh: 1%; Sm TGR block: -10%; AmpC inh detg: -3%; HCMV inh: 34; HCV inh: 20%

Results for CCCNC(=O)c1ccc(N2CCC3(CC2)CC(c2cccc(Br)c2)=NO3)c(NC(=O)c2ccco2)c1 ?
AmpC inh no detg: 1%; Sm TGR block: -7%; AmpC inh detg: -1%; HCMV inh: -2; HCV inh: inconclusive

(list continues)
How did COC(=O)C1(Cc2cc(-c3cccnc3)no2)CCN(C(=O)OC(C)(C)C)CC1 do in these assays?
AmpC inh no detg: 95%[activator]; FBPA Giardia inh: 4%; Sm TGR block: 2%; AmpC inh detg: 0%; HCMV inh: -22; HCV inh: -8%

Results for COc1cccc(COC(=O)C2CCN(C(=O)c3ccccc3C)CC2)c1OC ?
AmpC inh no detg: 93%[activator]; Sm TGR block: 3%; AmpC inh detg: -9%; HCMV inh: -22; HCV inh: 14%

What do the screens show for `COc1ccc2c(c1)CCc1sc(NC(=O)c3ccc(C)cc3)nc1-2`?
AmpC inh no detg: -56%; Sm TGR block: -8%; AmpC inh detg: -3%; HCMV inh: 0; HCV inh: -14%

Results for CC(C)(C)C(=O)Nc1nnc(SCC(=O)NC2CCCC2)s1 ?
AmpC inh no detg: -12%; FBPA Giardia inh: 0%; Sm TGR block: -8%; AmpC inh detg: -1%; HCMV inh: 1; HCV inh: 2%

Results for CCOc1ccc(C(=O)NCC(c2ccco2)S(=O)(=O)c2ccc(C)cc2)cc1 (configuration not stated) ?
Sm TGR block: inconclusive; AmpC inh detg: -6%; HCMV inh: 7

Source: PubChem (National Center for Advancing Translational Sciences (NCATS))
